PMI activator: activators of human PMI, primary screen, biochemical, fluorescence intensity, near-Km mannose 6-phosphate; activation factor at 20 µM; purified human PMI, coupled resazurin fluorescence, 20 min; active compounds read high; 1 = vehicle control, 0 substrate-free wells; actives 0.005% (n = 190,000); AID 1214, 2008; Mannose-6-phosphate isomerase (Homo sapiens), P34949;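 active means activation factor of 2 or more at 20 µM, relative to plate controls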
TNAP inh noacc: human TNAP enzyme inhibitors, primary screen, biochemical, luminescent, no phosphate acceptor, uHTS | Alkaline phosphatase, tissue-nonspecific isozyme (Homo sapiens), P05186 | AID 1012, 2008 | actives 0.26% (n = 200,000) | purified TNAP, CDP-star luminescence, 30 min | inhibition, % at 20 µM;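 active means tissue-nonspecific alkaline phosphatase inhibition above about 50% at 20 µM in the single-dose screen, limit read from the data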;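 further: 0% = DMSO negative control and 100% = EDTA positive control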
Target sequence (P05186 whole entry, looked up): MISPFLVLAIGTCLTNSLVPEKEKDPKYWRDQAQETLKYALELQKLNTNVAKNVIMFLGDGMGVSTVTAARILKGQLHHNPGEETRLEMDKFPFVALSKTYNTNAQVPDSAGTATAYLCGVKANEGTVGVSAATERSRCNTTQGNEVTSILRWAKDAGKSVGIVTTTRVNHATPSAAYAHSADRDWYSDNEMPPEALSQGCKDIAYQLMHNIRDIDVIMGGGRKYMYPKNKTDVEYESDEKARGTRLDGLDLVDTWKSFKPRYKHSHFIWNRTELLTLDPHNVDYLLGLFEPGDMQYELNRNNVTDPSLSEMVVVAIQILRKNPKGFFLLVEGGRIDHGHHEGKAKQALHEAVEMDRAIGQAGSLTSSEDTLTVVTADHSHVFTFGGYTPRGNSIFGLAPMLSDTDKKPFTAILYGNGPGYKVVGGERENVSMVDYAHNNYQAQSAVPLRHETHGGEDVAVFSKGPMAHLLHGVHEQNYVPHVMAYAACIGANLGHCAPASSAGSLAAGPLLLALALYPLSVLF
TNAP inh hiacc: human TNAP enzyme inhibitors, primary screen, biochemical, luminescent, high phosphate acceptor level, uHTS | Alkaline phosphatase, tissue-nonspecific isozyme (Homo sapiens), P05186 | purified TNAP, CDP-star luminescence, 1 M DEA | inhibition, % at 20 µM | actives 0.03% (n = 200,000) | AID 1135, 2008;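 active means over 50% inhibition of tissue-nonspecific alkaline phosphatase at 20 µM in the single-dose screen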;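 further: plate controls were DMSO wells for no effect and EDTA-quenched wells as full inhibition for full effect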
FLuc inhib CS: firefly luciferase enzyme inhibitors, primary screen, artefact control for luciferase-based inhibitor screens, biochemical, luminescence, ATPLite; Luciferin 4-monooxygenase (Photinus pyralis), P08659; 10 min; inhibition, % at 10 µM; actives 1.5% (n = 200,000); AID 1006, 2008;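 active means inhibition above about 50% when tested at 10 µM, limit read from the data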
Target sequence (P08659 whole entry, looked up): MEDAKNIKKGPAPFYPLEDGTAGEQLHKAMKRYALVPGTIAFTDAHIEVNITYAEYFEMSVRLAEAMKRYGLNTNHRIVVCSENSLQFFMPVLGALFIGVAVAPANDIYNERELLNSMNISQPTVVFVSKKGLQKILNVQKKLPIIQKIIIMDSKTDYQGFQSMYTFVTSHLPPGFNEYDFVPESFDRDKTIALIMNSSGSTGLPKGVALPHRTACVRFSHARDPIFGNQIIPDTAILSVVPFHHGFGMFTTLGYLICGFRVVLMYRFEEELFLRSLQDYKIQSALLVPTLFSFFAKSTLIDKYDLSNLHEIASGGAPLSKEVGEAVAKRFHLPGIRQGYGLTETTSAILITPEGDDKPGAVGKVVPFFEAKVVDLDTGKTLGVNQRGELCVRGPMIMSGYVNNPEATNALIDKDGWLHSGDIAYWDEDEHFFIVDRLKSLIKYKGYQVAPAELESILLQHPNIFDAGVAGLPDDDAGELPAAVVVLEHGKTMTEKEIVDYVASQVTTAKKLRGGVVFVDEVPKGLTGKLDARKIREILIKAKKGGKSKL
APP 5'UTR act: activators of APP 5'UTR luciferase reporter, primary screen, SH-SY5Y cells; actives 1% (n = 190,000); AID 1276, 2008; activation, % at 2 µM; SH-SY5Y APP 5'UTR luciferase reporter, luminescence; zero percent = DMSO vehicle wells;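 active means activation above a set limit, based on mean plus 3 SD of controls, cut at about 140% in these data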; further: values of inactives mirror those of a sister screen read the other way
TNAP act hiacc: TNAP activators at high phosphate acceptor level, primary screen, biochemical, luminescence, uHTS; Alkaline phosphatase, tissue-nonspecific isozyme (Homo sapiens), P05186; purified TNAP, CDP-star luminescence, 1 M DEA, 30 min; active compounds read high; 0 = EDTA background, 1 = DMSO-only activity; activation factor at 20 µM; 200,000 tested, under 10 active; AID 1136, 2008;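 active means activation factor at least 2 at 20 µM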
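Control set: EDTA negative control, DMSO positive control / Assay system: human TNAP / Quantity: TNAP 1/800 final / Evaluation: TNAP activation factor scaled between EDTA and DMSO control wells / Measured by: luminescent substrate turnover signal / Compound dosing: one dose, 20 µM / Times: 30 min enzyme reaction at room temperature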
NF-kB neuron act: activators of NF-kB expression in neurons, primary screen, cell-based, HTS | fold change at 12.5 µM | actives 1.6% (n = 190,000) | human neuronal cells, NF-kB reporter expression; active compounds read high; in the data active means fold change above about 3.3
FLuc stim CS: FLuc activators, initial screening, artefact control for FLuc-dependent activation tests, biochemical, ATPlite luminescence; ATPlite luciferase biochemical, 10 min; 0 = ATP-free wells, 1 = DMSO control; activation factor at 10 µM; 200,000 tested, under 10 active;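 active means luciferase activation factor, scaled between plate controls, of at least 2 with compound at 10 µM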
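test system = cell-free luciferase reagent | medium = PBS as buffer for the ATP substrate | dosing = test compounds dosed from 2 mM stocks in 100% DMSO | incubation = 10 min at ambient temperature | detection = luminescence measurement of luciferase light output | benchmarks = low control with PBS replacing ATP, high control enzyme plus ATP without compound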
PMI act hi M6P: human PMI activators, high substrate, primary screen, biochemical, fluorescence intensity, near-saturating mannose 6-phosphate; Mannose-6-phosphate isomerase (Homo sapiens), P34949; coupled PMI enzyme assay, resazurin fluorescence, 20 min; active compounds read high; 1 = untreated enzyme, 0 = substrate-free blank; activation factor at 20 µM; actives 0.34% (n = 190,000); AID 1216, 2008;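 active means activation factor of 2 or more at 20 µM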
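Test system – human PMI in coupled enzyme assay · Timing – 20 min incubation at room temperature · Detection – Diaphorase-driven resazurin-to-resorufin fluorescence, excitation 544, emission 590 nm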
bIAP activator: bovine intestinal alkaline phosphatase activators, primary screen, biochemical, bovine IAP, CDP-star luminescence | AID 1016, 2008 | purified bovine IAP, 30 min; active compounds read high; fold of DMSO-control signal, blank-subtracted | alkaline phosphatase, intestinal [Bos taurus] | activation factor at 20 µM | actives 0.17% (n = 200,000);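 active means activation factor of 2 or more at 20 µM, a signal rise over negative controls twice the positive control's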
The depositor's hits bear a star; / = not tested or not shown.

nr	bIAP activator	TNAP inh noacc	TNAP inh hiacc	TNAP act hiacc	FLuc inhib CS	APP 5'UTR act	PMI activator	NF-kB neuron act	FLuc stim CS	PMI act hi M6P	SMILES
1	0.9	-10	-5	1	-8	-10	1	0.9	1.1	0.9	CC(NC(=O)COc1ccc(/C=N/NS(=O)(=O)c2ccccc2)cc1)c1ccccc1 (stereo not given)
2	0.9	-15	-6	1.1	-6	-1	1.1	0.94	1.1	1.1	CC(=O)CCS(=O)(=O)c1ccc(NC(C)=O)cc1
3	1	-6	2	1	0	17	1	0.67	1	1	CCn1c(=O)cc(SCC(=O)N2CCN(c3ccccn3)CC2)c2ccccc21
4	1	-17	-4	1	-5	-5	0.9	0.89	1.1	0.9	CCOC(=O)c1cccc(NC(=O)CCc2c(C)nc3ncnn3c2C)c1
5	1.1	-2	-2	1	1	1	0.9	1.1	1	0.9	CCOc1ccc(S(=O)(=O)n2ccc(C)n2)c2ccccc12
6	1	-8	0	1	0	-13	1	1.3	1	1	Cc1cc(CSc2ccccc2)ccc1NC(=O)COc1ccccc1C
7	1.1	-1	1	1	-4	3	1	1.3	1	1	CN1C(CC(=O)c2ccccc2)CCCC1CC(O)c1ccccc1 (stereo not given)
8	1	-3	-9	1.1	-10	4	1.1	1.2	1.1	1.1	O=C(c1cnccn1)N1CCN(C/C=C/c2ccccc2)CC1
9	1.1	-14	-4	1	-5	7	1.1	1	1	1	Cc1onc(-c2ccccc2)c1C(=O)N1CCN(C)CC1
10	0.9	-8	-1	1	0	0	1	1.1	1	1.1	COc1cc(NC(=O)c2ccccc2-c2ccccc2)cc(OC)c1
11	0.9	-7	1	1	-7	24	0.8	2	1.1	0.8	CN1C(=O)C(O)(CC(=O)c2ccccc2O)c2cc(Br)ccc21 (stereo not given)
12	0.9	-10	-3	1	-3	6	0.9	0.95	1	1	COc1ccc(CNC(=S)Nc2cc(C)cc(C)c2)cc1
13	1	-11	-2	1	-1	2	0.8	1.1	1	0.8	COc1ccccc1/C=C/C(=O)OCC(=O)NCCC1=CCCCC1
14	1.2	25	1	1	-4	5	0.9	1	1	0.9	NS(=O)(=O)c1ccc(CCNC(=S)Nc2ccc(S(N)(=O)=O)cc2)cc1
15	0.9	-9	-5	1	-6	14	1	1.2	1.1	1	COCc1nc2ccccc2n1Cc1ccccc1
16	0.9	-5	-1	1	-2	-7	1.1	0.96	1	1	COc1cccc(NC(=S)NCCN2CCOCC2)c1
17	0.9	-17	0	1	-4	16	1	0.96	1	1.1	Cc1ccc(CSCC(=O)Nc2ccc(F)cc2)cc1
18	1	-12	-2	1	-6	10	0.8	1.1	1.1	0.8	CCC(C)(C)n1nnnc1C(c1ccc(OC)c(OC)c1)N1CCN(c2cccc(OC)c2)CC1 (stereo not given)
19	0.8	-5	-4	1	-4	-3	0.9	0.93	1	1.2	Cc1ccccc1OC(=O)n1c(=S)oc2cc(Cl)ccc21
20	1	-12	-10	1.1	3	80	1	2.6	1	1	Cc1ccc2nc(SCC(=O)N3CCOCC3)[nH]c2c1
21	1	-20	0	1	0	-11	0.9	1	1	0.9	COc1ccc(NC(=O)CSC2CC(=O)N(c3ccc4c(c3)OCCO4)C2=O)cc1 (stereo not given)
22	0.8	-14	-7	1.1	-3	7	1	1.3	1	1	CCOC(=O)c1ccc(NC(=O)Nc2ccc(F)cc2)cc1
23	0.9	-3	-1	1	-8	5	0.9	1.2	1.1	1.1	O=C(COC(=O)c1cc(S(=O)(=O)N2CCOCC2)c(Cl)cc1Cl)Nc1ncc(C(F)(F)F)cc1Cl
24	1	-3	-5	1.1	-6	17	1	1.3	1.1	1.1	COC(=O)c1ccccc1OC(=O)c1cccnc1
25	0.9	-4	2	1	0	-2	0.9	0.93	1	0.9	CCCc1cc2c(cc1NC(=O)c1ccccc1C)OCO2
26	1	-16	10	0.9	-2	25	1.1	1.3	1	1	CC1=NN(c2nc(-c3ccc(C)cc3)cs2)C(=O)C1N=Nc1cccc(C)c1 (stereo not given)
27	1.1	-8	-2	1	-3	24	1	1.6	1	1	O=C(/C=C/c1ccccc1)Nc1cc(C(=O)O)cc(C(=O)O)c1
28	0.9	-16	-9	1.1	-2	22	1	0.76	1	1	CCn1c(=O)c2cc(C(=O)N3CCOCC3)sc2c2ccccc21
29	0.9	-7	-2	1	-6	4	1	1	1.1	1	Cn1c(SCC(=O)N2CCOCC2)nnc1-c1ccc(Cl)cc1Cl
30	1	-10	0	1	-6	-9	0.8	1.1	1.1	0.8	CC(C)NC(=O)C1CCN(C(=O)C(C(=O)c2ccccc2)n2cc(Cl)ccc2=O)CC1 (stereo not given)
31	0.6	-9	-4	1	-1	8	1	1	1	1	O=S(=O)(NCCSc1ccccc1)c1ccc(F)cc1
32	0.8	-6	2	1	4	68	0.9	1.3	1	1.1	Cc1ccccc1NC(=O)Nc1nc2ccc(S(C)(=O)=O)cc2s1
33	1	-9	-5	1	0	-14	1	1.1	1	1.1	CN(C)c1ccnc(Nc2ccccc2)c1C#N
34	0.9	-17	-5	1	2	8	1	2.8	1	1	O=C(NCCN1CCOCC1)c1cc(-c2ccc(F)cc2)on1
35	0.9	-6	-2	1	-10	14	1	1.4	1.1	0.9	COc1cccc(-n2nc3c(=O)n(Cc4ccccc4Cl)nc(C)c3c2C)c1
36	0.8	5	0	1	-1	-5	1	1.2	1	1	CCCCCOC(=O)Cn1c(=O)oc2ccccc21
37	1	-1	-7	1.1	-5	18	0.8	1.1	1	0.9	COC(=O)c1c(NC(=S)NN2CCOCC2)sc2c1CCCC2
38	1	-3	-1	1	1	2	0.9	0.89	1	1	CCOc1c(S(=O)(=O)N2CCCC2)ccc(Cl)c1Cl
39	0.9	-10	-5	1	-5	-2	1.1	1.1	1	1.3	Cc1ccc2[nH]c(=O)c(CN(CCO)Cc3nnnn3CCc3ccccc3)cc2c1
40	1	-6	-6	1.1	-4	-2	0.9	0.82	1	0.9	O=C(CSc1cccc2cccnc12)N/N=C/c1cccc(O)c1
41	1	-14	-5	1	-4	-13	1	1.1	1	1	CC/C(Cc1ccccc1)=N/NC(=O)CCn1nnc2ccccc21
42	0.9	-9	-4	1	-5	42	1	1.4	1.1	0.9	CCCCCCSc1nsc(NC(=O)CC(C)C)n1
43	0.9	-15	-6	1.1	-6	/	0.9	1.4	1.1	0.9	CCc1ccc(NC(=O)CC2NCCNC2=O)cc1 (stereo not given)
44	1	-6	1	1	-3	-8	0.9	0.67	1	1	Cc1c(C(=O)NCCCN2CCOCC2)sc2ncnc(N3CCN(c4ccccc4)CC3)c12
45	1	-7	-6	1.1	-4	20	1	1.2	1	0.9	O=C1Nc2cc(Cl)ccc2C1(N1CCNCC1)C(F)(F)F (stereo not given)
46	1	-4	-1	1	-5	1	1	1.1	1.1	1	Cc1nc(C)c(C(=O)C2=C(O)C(=O)N(CCCn3ccnc3)C2c2ccc(Cl)cc2)s1 (stereo not given)
47	0.9	-6	-5	1	-3	15	1	1.5	1	0.9	O=C(CSc1nc2ccccc2o1)c1ccc2c(c1)OCCO2
48	0.7	-3	1	1	1	21	0.8	6*	1	0.8	COc1ccc(C(=O)/C=C/c2cccs2)c(OC(=O)c2cccc([N+](=O)[O-])c2)c1
49	1	-5	-1	1	-7	-18	0.8	0.66	1.1	0.8	CCOC(=O)c1c(NC(=O)c2nn(CC)cc2Br)sc2c1CCCCC2
50	1.1	1	-2	1	-2	5	0.9	0.85	1	1	C/C(CC(=O)Nc1ccc(Cl)cc1Cl)=N\NC(N)=S
51	1.1	-9	-2	1	-2	7	1.1	0.98	1	1	CC(C)C(=O)N1CCN(c2ccc(NC(=O)c3ccc4c(c3)OCCO4)cc2)CC1
52	1.2	-23	-4	1	-4	-3	1.1	1.1	1	1.1	O=C(O)CC(NC(=O)C(F)(F)F)c1ccc2c(c1)OCO2 (stereo not given)
53	0.9	-13	-5	1	-5	0	1	1.1	1.1	1	O=C(Cn1c(C(F)(F)F)nc2ccccc21)NCCCN1CCOCC1
54	1.5	-2	0	1	-5	-16	0.9	1.1	1.1	0.9	CC1CCc2sc(C(=O)OCC(=O)NCc3ccccc3)cc2C1 (stereo not given)
55	1	4	-4	1	-3	8	0.9	1.1	1	0.9	COc1cccc(N2C(=O)C3C(C2=O)C2C=CC3C23CC3)c1 (stereo not given)

13 structures from above, arranged by molecular weight, largest number first.
nr	bIAP activator	TNAP inh noacc	TNAP inh hiacc	TNAP act hiacc	FLuc inhib CS	APP 5'UTR act	PMI activator	NF-kB neuron act	FLuc stim CS	PMI act hi M6P	SMILES
44	1	-6	1	1	-3	-8	0.9	0.67	1	1	Cc1c(C(=O)NCCCN2CCOCC2)sc2ncnc(N3CCN(c4ccccc4)CC3)c12
46	1	-4	-1	1	-5	1	1	1.1	1.1	1	Cc1nc(C)c(C(=O)C2=C(O)C(=O)N(CCCn3ccnc3)C2c2ccc(Cl)cc2)s1 (stereo not given)
49	1	-5	-1	1	-7	-18	0.8	0.66	1.1	0.8	CCOC(=O)c1c(NC(=O)c2nn(CC)cc2Br)sc2c1CCCCC2
51	1.1	-9	-2	1	-2	7	1.1	0.98	1	1	CC(C)C(=O)N1CCN(c2ccc(NC(=O)c3ccc4c(c3)OCCO4)cc2)CC1
53	0.9	-13	-5	1	-5	0	1	1.1	1.1	1	O=C(Cn1c(C(F)(F)F)nc2ccccc21)NCCCN1CCOCC1
40	1	-6	-6	1.1	-4	-2	0.9	0.82	1	0.9	O=C(CSc1cccc2cccnc12)N/N=C/c1cccc(O)c1
41	1	-14	-5	1	-4	-13	1	1.1	1	1	CC/C(Cc1ccccc1)=N/NC(=O)CCn1nnc2ccccc21
45	1	-7	-6	1.1	-4	20	1	1.2	1	0.9	O=C1Nc2cc(Cl)ccc2C1(N1CCNCC1)C(F)(F)F (stereo not given)
50	1.1	1	-2	1	-2	5	0.9	0.85	1	1	C/C(CC(=O)Nc1ccc(Cl)cc1Cl)=N\NC(N)=S
52	1.2	-23	-4	1	-4	-3	1.1	1.1	1	1.1	O=C(O)CC(NC(=O)C(F)(F)F)c1ccc2c(c1)OCO2 (stereo not given)
42	0.9	-9	-4	1	-5	42	1	1.4	1.1	0.9	CCCCCCSc1nsc(NC(=O)CC(C)C)n1
55	1	4	-4	1	-3	8	0.9	1.1	1	0.9	COc1cccc(N2C(=O)C3C(C2=O)C2C=CC3C23CC3)c1 (stereo not given)
43	0.9	-15	-6	1.1	-6	/	0.9	1.4	1.1	0.9	CCc1ccc(NC(=O)CC2NCCNC2=O)cc1 (stereo not given)

High-throughput results (PubChem BioAssay)
